# SENP8 block-1 – inhibitors of human SENP8 protease | Q96LD8 | recombinant SENP8, Nedd8 substrate fluorescence | inhibition, % at 20 µM | 360,000 compounds, 0.64% hits | AID 602440; in the data active means inhibition mostly above about 40%, no sharp cut-off; inactive means mostly below about 27%
# Target sequence (Q96LD8 whole entry, looked up): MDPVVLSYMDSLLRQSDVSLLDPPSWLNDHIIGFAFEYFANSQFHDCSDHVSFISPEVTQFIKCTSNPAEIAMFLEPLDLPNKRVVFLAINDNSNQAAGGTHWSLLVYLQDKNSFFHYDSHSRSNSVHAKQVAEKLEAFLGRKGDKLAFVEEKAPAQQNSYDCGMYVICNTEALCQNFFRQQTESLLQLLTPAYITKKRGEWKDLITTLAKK
# SENP7 block – SENP7 protease inhibition; inhibition, % at 5 µM; 330,000 compounds, 1.5% hits; recombinant SENP7, Z-RLRGG-aminoluciferin luminescence, 40 min; AID 434973; Q9BQF6;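 active means inhibition above about 50% at the single test dose, limit read from the data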;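 further: plate controls were DMSO with enzyme for no effect and no enzyme buffer wells for full effect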
# Apaf1 inhib – blocks human Apaf-1 apoptosome activity. O14727. reconstituted apoptosome caspase-3 activity, DEVD-Rh110 fluorescence. inhibition, % at 20 µM. 330,000 compounds, 0.71% hits. AID 489030; active means inhibition of at least 40% at 20 µM;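 further: plate controls were DMSO wells for no effect and DEVD-CHO caspase inhibitor wells for full effect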
#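 Material: reconstituted apoptosome with Apaf-1, cytochrome c, caspase-9, procaspase-3, dATP. Technique: Rh110 fluorescence intensity. Buffer or medium: pH 7.5 Hepes buffer with CHAPS, BSA, DTT. Times: 30 min plus 50 min, RT.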
# SENP8 block-2 – blocks the human protease SENP8 | Q96LD8 | purified SENP8, Z-RLRGG-aminoluciferin cleavage, luminescence | 330,000 compounds, 1.2% hits | AID 2540 | inhibition, % at 10 µM; in the data active means inhibition above about 50%
# A3G deaminase – blocks human APOBEC3G single-stranded DNA deamination; Q9HC16; recombinant A3G, ssDNA deamination FAM/TAMRA fluorescence; inhibition, % at 20 µM; 330,000 compounds, 0.28% hits; AID 493012;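 active means inhibition of at least 40% at 20 µM, with no more than 30% in the related APOBEC3A deaminase screen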;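 further: plate controls were DMSO wells with A3G for no effect and wells lacking A3G enzyme for full effect; some compounds called inactive have numbers as strong as hits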
# Target sequence (Q9HC16 whole entry, looked up): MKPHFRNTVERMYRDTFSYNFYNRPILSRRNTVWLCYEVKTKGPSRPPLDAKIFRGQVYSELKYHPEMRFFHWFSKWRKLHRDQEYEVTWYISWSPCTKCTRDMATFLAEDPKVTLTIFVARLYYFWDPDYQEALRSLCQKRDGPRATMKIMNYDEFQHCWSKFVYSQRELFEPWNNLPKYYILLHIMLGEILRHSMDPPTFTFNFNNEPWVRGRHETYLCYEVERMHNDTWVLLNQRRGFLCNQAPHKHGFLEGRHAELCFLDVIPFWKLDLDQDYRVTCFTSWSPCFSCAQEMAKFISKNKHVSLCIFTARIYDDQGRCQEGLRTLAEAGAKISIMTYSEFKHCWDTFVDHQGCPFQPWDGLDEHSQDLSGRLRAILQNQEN
# UBC13 polyUb – inhibitors of human UBC13 polyubiquitin chain formation. TR-FRET. inhibition, % at 20 µM. 330,000 compounds, 0.47% hits. AID 485273; in the data active means inhibition above about 45%, passing the limit was not always enough
# Target sequence (P61088 whole entry, looked up): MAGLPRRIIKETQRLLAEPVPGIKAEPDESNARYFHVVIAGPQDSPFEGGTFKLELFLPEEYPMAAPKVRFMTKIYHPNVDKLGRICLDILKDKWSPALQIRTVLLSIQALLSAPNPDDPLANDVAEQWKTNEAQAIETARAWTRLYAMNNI
# SENP6 inh – inhibitors of human SENP6 protease. Q9GZR1. Recombinant SENP6 catalytic domain, aminoluciferin luminescence. inhibition, % at 10 µM. 330,000 compounds, 1.8% hits;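 active means inhibition above about 50% at the single tested dose, limit read from the data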;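 further: plate controls were DMSO wells with enzyme for no effect and DMSO wells lacking enzyme for full effect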
# SENP1 inh – blocks the human SENP1 SUMO protease catalytic domain; Q9P0U3; 360,000 compounds, 0.21% hits; inhibition, % at 10 µM; recombinant SENP1 catalytic domain, CyPet-SUMO1-YPet FRET cleavage;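 active means inhibition at least 30% at 10 µM, raw YFP signal under a set limit, fluorescence ratio 0.5 to 1.5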;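 further: 0% = enzyme with DMSO and 100% = no enzyme wells; some results filed as inactive read as strong as hits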
# Target sequence (Q9P0U3 419-644 limits assumed): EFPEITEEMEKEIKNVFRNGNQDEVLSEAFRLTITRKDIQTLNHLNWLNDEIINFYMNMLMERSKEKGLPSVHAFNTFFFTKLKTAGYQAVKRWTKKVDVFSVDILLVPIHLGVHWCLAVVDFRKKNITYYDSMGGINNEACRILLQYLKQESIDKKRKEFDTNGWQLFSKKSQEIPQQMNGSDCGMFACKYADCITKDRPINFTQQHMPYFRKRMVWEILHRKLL
#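 Material – human SENP1 catalytic domain · Input – SENP1 enzyme, 20 pM final · Compound dosing – single concentration of 10 µM compound, 0.5% DMSO final · Timing – enzyme reaction for 50 min at room temperature, dark · Measured by – FRET fluorescence in CFP and YFP emission channels · Control set – no-enzyme wells low, DMSO-plus-enzyme wells high control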
# * hit, by the source's call; . = no result given.
SMILES	SENP8 block-1	SENP7 block	Apaf1 inhib	SENP8 block-2	A3G deaminase	UBC13 polyUb	SENP6 inh	SENP1 inh
CCCC/C(O)=C1\C(=O)CC(C)(C)CC1=Nc1ccccc1OC	6	-2	-7	3	-3	8	18	0
O=C(CCc1ccccc1)Nc1cccc(S(=O)(=O)N2CCOCC2)c1	11	9	-6	3	-6	11	-8	2
CCCSc1nc(O)c(C2OC(=O)c3c2ccc(OC)c3OC)c(=O)n1-c1ccccc1 (stereo not drawn)	4	-8	16	-8	4	-14	-18	0
COc1ccc(NC(=S)NCc2ccco2)c(OC)c1	7	14	-15	0	0	-5	7	-6
COc1cccc(COC(=O)C2CCN(S(=O)(=O)c3ccc(C)cc3C)CC2)c1OC	22	-3	14	13	-1	0	-7	1
COc1ccc2c(c1OC)C(=O)N1N=C(c3ccc(F)cc3)CC21 (stereo not drawn)	.	-5	-5	-11	-6	-11	0	.
COc1cc(/C=C(\NC(C)=O)C(=O)NC(C)(C)C)ccc1OC(C)=O	19	0	6	-11	-7	-8	-13	0
O=C(NCCN1CCN(c2ccccc2)CC1)C1CCN(S(=O)(=O)c2cccc3nonc23)CC1	20	-11	1	-2	-5	-7	-10	6
CCOC(=O)N/N=C/C=C/c1ccccc1	27	6	-1	-6	-4	-5	4	1
O=C(CSc1nc2ccc(Cl)cc2[nH]1)c1cccs1	-4	0	-9	-1	1	2	9	-4
Cc1ccc(S(=O)(=O)N2CCCC(C(=O)NCc3cccnc3)C2)cc1Cl (stereo not drawn)	14	2	0	0	-1	3	0	0
COC(=O)c1ccccc1NC(=O)Cn1cc(Br)cn1	10	4	-3	-3	-6	9	20	-2

# An excerpt from above, reduced to SENP7 block and A3G deaminase:
smiles,SENP7 block,A3G deaminase
CCCSc1nc(O)c(C2OC(=O)c3c2ccc(OC)c3OC)c(=O)n1-c1ccccc1 (stereo not drawn),-8,4
COc1ccc(NC(=S)NCc2ccco2)c(OC)c1,14,0

# Following part.
SMILES	SENP8 block-1	SENP7 block	Apaf1 inhib	SENP8 block-2	A3G deaminase	UBC13 polyUb	SENP6 inh	SENP1 inh
Cc1ccc2[nH]c3c(NCc4ccco4)ncnc3c2c1	-269	6	-7	0	-3	20	-11	-35
O=C(NCc1ccco1)C(=O)NCC1OCCCN1S(=O)(=O)c1ccc(Cl)cc1 (stereo not drawn)	6	0	-2	0	-2	8	-3	0
Cc1ccc2c(c1)C(O)(CC(=O)c1cccc(-n3cccc3)c1)C(=O)N2 (stereo not drawn)	19	-4	1	3	-9	-15	0	2
CC12CCC(=O)N1C(C(=O)Nc1nc(-c3cc(F)ccc3F)cs1)CS2 (stereo not drawn)	2	1	14	0	-4	-5	-3	-1
CCOC(=O)C(=CNc1ccc(N2CCOCC2)cc1)C(=O)OCC	-97	-4	-6	4	-9	-3	10	-1
CC1Cc2ccccc2N1C(=O)COc1cccc(-n2cnnn2)c1 (stereo not drawn)	20	-12	6	-4	-5	7	-6	-1
COc1ccc(CCn2c(=O)[nH]c3cc(C(=O)N4CCN(c5ccccc5)CC4)ccc3c2=O)cc1OC	16	3	-4	12	-12	10	7	0
COc1ccccc1CC(=O)NNC(=O)c1ccco1	14	0	-13	1	-1	5	-32	-1
NC(=O)[C@@H]1CCCCNc2c(F)cc([N+](=O)[O-])cc2C(=O)N[C@@H](CC(=O)O)C(=O)NCC(=O)N1	20	2	4	-6	24	-12	-7	0
COc1ccc(CNC(=O)c2ccccc2NS(C)(=O)=O)cc1	-110	-1	8	1	-4	11	-9	1
C/C(=N/NC(=O)c1cccs1)c1cccc(NC(=O)C2CC2)c1	18	-6	12	-8	-7	0	-12	0
CCc1nnc(NC(=O)C2CCN(S(=O)(=O)c3ccc(C)cc3)CC2)s1	0	3	-4	-1	-5	4	-8	-1
O=C(NC1CC1)c1cccc(Br)c1	12	-1	-4	-5	-8	-2	-36	1
CC(C)(O)C#Cc1ccc(C(=O)N2CCC(C(N)=O)(N3CCCCC3)CC2)o1	-2	-3	2	8	-2	-8	1	1
OCCC1CN(Cc2ccc3nsnc3c2)CCN1CCc1ccccc1 (stereo not drawn)	11	-2	-16	-3	-6	7	1	1
O=C(COC(=O)CC1c2ccccc2CCN1S(=O)(=O)c1ccc(F)cc1)Nc1ccccc1 (stereo not drawn)	9	-4	22	-5	-4	-2	1	6
O=C(C[n+]1ccc(C(=O)N/N=C/c2ccc(Br)cc2)cc1)c1ccccc1	2	-8	2	-6	-6	-4	-3	-115
CCC(=O)Nc1cccc2ccccc12	8	-1	-3	1	-5	0	-3	-3
O=C(NCc1ccccc1F)C1CCCN1C(=O)Nc1ccccc1 (stereo not drawn)	2	-4	-2	0	-4	-3	23	-1
Cc1ccc(C)c(OCCC(=O)OCC(=O)N2c3ccccc3NC(=O)C2(C)C)c1	-1	8	16	5	20	0	1	1
COC(=O)CSc1nnnn1-c1cccc2ccccc12	13	5	-2	-12	-1	3	-4	2
CCOC(=O)Cc1cc(C)[nH]c1C(=O)OCC	6	10	-10	-6	-2	-2	-4	0
Cc1ccc(CNS(=O)(=O)NCc2ccccc2F)cc1	-2	4	8	2	0	1	-8	1
CC12CC3(C)CC(C)(C1)CC(C(=O)NCC(=O)O)(C2)C3	6	-9	-5	-3	-10	3	-13	0

# 3 neighbouring compounds out of the list so far, for reference:
SMILES	SENP8 block-1	SENP7 block	Apaf1 inhib	SENP8 block-2	A3G deaminase	UBC13 polyUb	SENP6 inh	SENP1 inh
O=C(COC(=O)CC1c2ccccc2CCN1S(=O)(=O)c1ccc(F)cc1)Nc1ccccc1 (stereo not drawn)	9	-4	22	-5	-4	-2	1	6
O=C(C[n+]1ccc(C(=O)N/N=C/c2ccc(Br)cc2)cc1)c1ccccc1	2	-8	2	-6	-6	-4	-3	-115
CCC(=O)Nc1cccc2ccccc12	8	-1	-3	1	-5	0	-3	-3

# Further structures follow:
SMILES	SENP8 block-1	SENP7 block	Apaf1 inhib	SENP8 block-2	A3G deaminase	UBC13 polyUb	SENP6 inh	SENP1 inh
CCc1ccccc1Nc1nc(N)nc(COC(=O)c2cccn2C)n1	4	-2	-3	8	1	1	18	0
CCCN1CCC(NC(=O)CCc2nnc(Cc3cc(OC)ccc3OC)o2)CC1	7	-7	7	-6	-9	-6	3	-3
CC1CCCN(C(=S)Nc2ccc(S(=O)(=O)N3CCCCC3)cc2)C1 (stereo not drawn)	12	-3	-2	-1	0	5	-4	1
CNC(=O)COC(=O)/C=C/c1cn(-c2ccccc2)nc1-c1ccc2c(c1)OCCO2	11	2	1	-13	-16	4	-3	2
CN(C)c1nc(NC(C)(C)C)nc(SCC(=O)Nc2ccccc2)n1	23	-1	-7	10	-14	0	24	0
O=C(Nc1ccc2c(c1)OCO2)C1CC(=O)N(c2ccc3c(c2)OCCO3)C1 (stereo not drawn)	2	-7	-5	-10	-3	-12	-25	0
O=C(NCc1ccccn1)NC12CC3CC(CC(C3)C1)C2	10	0	4	-1	-1	-7	-9	-1
COC(=O)COc1ccc(S(=O)(=O)Nc2ccc(C(N)=O)cc2)cc1C	24	-6	-19	-4	-8	5	-14	2
Cc1ccc(NC(=O)CCN2C(=O)c3ccccc3C2=O)c(C)c1	23	-2	-1	0	-3	7	25	2
Cc1cc(S(=O)(=O)N2CCN(C(=O)CCC(=O)N3CCOCC3)CC2)ccc1Br	28	-7	10	-3	-6	-13	-32	2
COC(=O)C1=C(NC(=O)c2ccc(C)cc2)CCS1	-116	-9	-3	3	-11	13	0	-34
CCOc1ccc(S(=O)(=O)N2CCN(c3ccccn3)CC2)cc1	-2	1	7	-5	-8	2	-10	0
Cc1ccccc1/C=c1\s/c(=C\C(=O)C(C)(C)C)[nH]c1=O	0	-13	23	-11	-4	-12	-8	-7
CCN1CCN(c2nc(C)nc3c2sc(=S)n3C)CC1	14	7	7	-4	46*	-10	2	1
CC(=O)c1cccc(NS(=O)(=O)c2ccc(C(=O)Nc3ccccc3)cc2)c1	11	6	9	-5	14	-10	0	0
Cc1ccc(C(=O)NC(=S)Nc2ccc(S(=O)(=O)N3CCN(C)CC3)cc2)cc1	14	7	11	-5	-7	4	-6	3
CC(C)COc1nc2ccccc2nc1C(C#N)C(=O)NC1CCCCC1 (stereo not drawn)	-25	-6	11	3	-4	-2	-15	-18
COC(=O)c1c(C(=O)OC)c(-c2ccc(OC)cc2)n2c1CCC2	12	0	0	-4	-8	5	17	1
O=[N+]([O-])c1ccc(Oc2ccc(OCc3ccccc3)cc2)nc1	13	-10	7	-10	-10	-8	0	2
CCCCc1c(O)c2ccccc2n(CCCC)c1=O	-103	5	-1	1	-3	26	-12	1
CC(=O)Nc1ccc(S(=O)(=O)N2CCC(c3nc4c(nnn4Cc4ccccc4Cl)c(=O)[nH]3)CC2)cc1	24	-9	16	-6	-8	8	4	3
CCOC(=O)N1CCN(C2CCCN(C(=O)c3ccccc3SC)C2)CC1 (stereo not drawn)	1	-5	10	14	-3	3	7	-3
COc1ccc(CCC(=O)NCCS(=O)(=O)N2CCN(c3ccccc3OC)CC2)cc1	3	2	3	7	2	2	1	-3
CC(C)(C)c1ccc(C(=O)N2CCN(C(=O)c3cccs3)CC2)cc1	-3	-3	10	-7	-3	-18	-4	1
Cc1nnc2n(c1=O)C(CS(=O)(=O)c1ccccc1)CS2 (stereo not drawn)	2	7	11	-4	-1	-5	13	1
CCOC(=O)C1=C(C)NC(C)=C(C(=O)OCC)C1C(=O)OCC(=O)NCCc1ccc(S(N)(=O)=O)cc1	-498	-2	9	-9	-6	-1	-14	-5
COc1cccc(/C=N/Nc2nc3ccccc3n3cnnc23)c1	-219	1	3	-3	-3	-14	2	1
CCN1CCN(C(=O)N[C@@H](C(=O)N[C@@H]2C(=O)N3[C@@H]2SC(C)(C)[C@@H]3C(=O)O)c2ccccc2)C(=O)C1=O	.	-4	-15	7	-6	8	-8	.
CC(NC(=O)CCCN1C(=O)c2ccccc2C1=O)c1ccc2c(c1)CCCC2 (stereo not drawn)	19	-7	17	-1	0	2	-30	-3
CCN(CC(=O)Nc1ccc(NC(C)=O)cc1)C(=O)c1cc2c(s1)CCCC2	-21	-3	1	0	-5	8	-3	-3
CN(CC(=O)NC(=O)NC1CCCCC1)CC(=O)Nc1ccc(Cl)cc1	4	-8	26	-12	-5	2	-9	0
COc1ccc2cc(C(c3nnnn3C3CCCC3)N3CCc4ccccc4C3)c(=O)[nH]c2c1 (stereo not drawn)	-275	74*	72*	66*	5	-4	13	-102
O=C(Cn1cccc1)NCc1cccs1	7	-1	-3	-5	-7	-16	2	-1
CC1CC(=O)Nc2ccccc2N1S(=O)(=O)c1ccc(Br)cc1 (stereo not drawn)	24	-14	5	-3	-2	-2	-14	2
COc1ccc(C(=O)C(C)OC(=O)CNC(=O)C2CCCCC2)cc1 (stereo not drawn)	0	1	0	-2	-8	-2	0	0
Cc1ccccc1CCN(C(=O)Cn1nnc2ccccc21)C(C(=O)NCC1CCCO1)c1nc2ccccc2n1C (stereo not drawn)	13	-3	10	-4	-5	-17	-3	2
CCOC(=O)C(NC(=O)CC)C(O)c1cccc([N+](=O)[O-])c1 (stereo not drawn)	22	6	-21	1	-6	-2	-18	-1
CCN(C(=O)CSc1nc2nc(C)cc(C)n2n1)C1CCS(=O)(=O)C1 (stereo not drawn)	20	3	1	-8	-1	-8	-4	0
O=C(Nc1ccc(Br)cn1)c1ccc(COc2c(F)c(F)cc(F)c2F)o1	10	1	-3	-9	-6	6	2	1
Cn1nc(C(C)(C)C)cc1NC(=O)Nc1ccc(Cl)cc1	1	2	5	-6	-1	4	-43	2
CC(C)C(=O)Nc1ccc(NC(=O)c2ccccn2)cn1	16	35	-4	3	2	1	43	1

# From PubChem BioAssay
